rad50: NCI yeast anticancer drug screen, S. cerevisiae rad50 strain; growth inhibition, % at 50 µM; actives 10% (n = 79,000); AID 155;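 also: 0% = growth of vehicle-only cultures of the same strain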
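A DNA repair-deficient yeast mutant serves as the test organism; compound-induced growth inhibition is calculated against vehicle-treated cells.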
cln2 rad14: NCI yeast anticancer drug screen, S. cerevisiae cln2 rad14 strain; growth inhibition, % at 50 µM; actives 8.3% (n = 78,000);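 also: 0% = growth of vehicle-only cultures of the same strain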
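Compounds are applied to the cln2 rad14 yeast strain, and growth is then compared with that of vehicle-treated cultures to give inhibition.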
sgs1 mgt1: NCI yeast anticancer drug screen, S. cerevisiae sgs1 mgt1 strain; actives 10% (n = 78,000); AID 161; % growth inhibition at 50 µM;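 also: 0% = growth of vehicle-only cultures of the same strain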
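Growth of a repair-deficient yeast mutant was monitored after compound treatment and expressed as inhibition relative to vehicle-treated cultures.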
mec2-1: NCI yeast anticancer drug screen, S. cerevisiae mec2-1 strain. growth inhibition, % at 50 µM. actives 9% (n = 79,000);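 also: 0% = growth of vehicle-only cultures of the same strain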
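mec2-1 yeast strain, carrying an alteration in DNA damage repair or cell cycle control, was exposed to compounds; growth inhibition was measured relative to vehicle-treated controls.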
yeast bub3: NCI yeast anticancer drug screen, S. cerevisiae bub3 mutant strain | growth inhibition, % at 50 µM | actives 9.9% (n = 78,000) | AID 167;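 also: 0% = growth of vehicle-only cultures of the same strain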
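Yeast carrying a defined mutation is treated with each compound, and growth is compared with that of vehicle-exposed cells to give inhibition.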
mlh1 rad18: NCI yeast anticancer drug screen, S. cerevisiae mlh1 rad18 strain. actives 11% (n = 79,000). % growth inhibition at 50 µM;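 also: 0% = growth of vehicle-only cultures of the same strain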
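Yeast w/ defined DNA-repair lesions; compound exposure; growth vs vehicle controls → % inhibition.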
* = called active by the depositor; . = not tested or not shown. Rule as the data show it: active = growth inhibition above about 70%; inactive = the rest. These rows are one share of the data; the hit share may differ from the screen's.

SMILES | rad50 | cln2 rad14 | sgs1 mgt1 | mec2-1 | yeast bub3 | mlh1 rad18
C[C@]12Cc3cn4ncnc4nc3CC1CC[C@@H]1[C@@H]2CC[C@]2(C)C(O)CC[C@@H]12 (stereo partly drawn) | 97.5* | 78.7* | 98.0* | 95.0* | 97.0* | 98.6*
Cc1cn(CC2C=CC(CS[As](C)C)O2)c(=O)[nH]c1=O (stereo not drawn) | 69.7 | 72.0* | 94.8* | 92.2* | 53.0 | 99.1*
COc1oc(C2C/C(=C/C(C)=C/C(C)=C/C(C)=C/c3ccc([N+](=O)[O-])cc3)CO2)c(C)c(=O)c1C (stereo not drawn) | 1.1 | -6.8 | -9.4 | -4.8 | -8.2 | -33.0
c1ccc(P2c3ccccc3Nc3ccccc32)cc1 | 5.0 | 41.9 | 9.2 | 18.6 | 25.2 | 31.2
CCOP(=O)(Cc1cccc2ccccc12)OCC | 4.7 | 2.1 | 13.4 | -8.0 | 19.9 | -3.4
Cc1cc(C)c(CCN(C)C)c(C)c1C | 8.7 | 1.8 | 5.0 | 0.7 | 1.0 | 23.4
O=Cc1ccccc1O.O=Cc1ccccc1O.O=Cc1ccccc1O.[La] | -1.1 | -10.1 | 4.7 | -7.0 | 4.8 | 16.9
CN(C)C(=O)N(CCCl)N=O | 5.1 | 2.5 | 1.4 | -4.2 | 13.1 | 20.8
C[Si](C)(OC(=O)N(CCCl)CCCl)O[Si](C)(C)OC(=O)N(CCCl)CCCl | 14.8 | -11.4 | -33.6 | 1.1 | -31.0 | -45.6
O=[N+]([O-])c1cccc(/C=C/c2ccc(S(=O)(=O)F)cc2)c1 | 97.5* | 93.8* | 96.8* | 93.8* | 97.2* | 97.3*
O=C1C(=C([O-])c2ccccc2)C(=O)c2ccccc21.O=C1C(=C([O-])c2ccccc2)C(=O)c2ccccc21.[Fe+2] | 19.4 | 22.2 | 14.6 | 28.9 | 28.1 | 15.8
O=C1N[C@H]2[C@H](O)[C@H](O)[C@@H](O)[C@H](O)[C@@H]2c2cc3c(c(O)c21)OCO3 | 69.0 | 69.0 | 67.2 | 65.8 | 68.7 | 58.2
[Au].[NH-]CC[NH-].[NH-]CC[NH-] | 9.4 | -7.0 | -17.4 | -5.5 | -0.6 | -12.5
COc1ccc2nc3ccccc3c(NCCCN(C)CCCl)c2c1 | 67.8 | 50.5 | 57.8 | 56.5 | -0.5 | 66.2
CS(=O)(=O)C(Cl)(Cl)Cl | -7.5 | 2.6 | 9.4 | -17.9 | -0.7 | 5.7
O=c1cccc2n1C[C@H]1C[C@@H]2CN2CCCC[C@@H]12 | -4.4 | 3.1 | -5.8 | -20.2 | -18.8 | -15.3
COC1C(O)C(C)OC(OC2C(Oc3cccc4c(O)c5c(=O)oc6ccc(C)c7c(=O)oc(c34)c5c67)OC(C)C(O)C2O)C1O (stereo not drawn) | 88.0* | -3.1 | 3.6 | 33.8 | 57.7 | 46.2
Cc1cc(Nc2ccc(N(CCCl)CCCl)cc2)c(C)cc1O | 31.7 | -5.8 | 5.8 | 10.0 | -4.2 | 6.8
O=C(c1ccccc1)C1CN(C2CCCCC2)C1c1ccccc1 (stereo not drawn) | -18.5 | 3.4 | 2.5 | 4.0 | 9.8 | -31.4
NP(=O)(Oc1cccc2c(OP(N)(=O)N(CCCl)CCCl)cccc12)N(CCCl)CCCl (stereo not drawn) | 7.0 | -29.7 | 8.1 | -3.6 | -3.2 | 16.9
N#CC(Nc1c(N)nc(-c2ccccc2)nc1N)c1ccc(N(CCCl)CCCl)cc1 (stereo not drawn) | 57.5 | 53.1 | 59.8 | 66.0 | 0.8 | 55.6
C=C[CH2][Sn]([CH2]C=C)([CH2]CCC)[CH2]CCC | 99.4* | 99.2* | 99.6* | 99.5* | 99.5* | 99.4*
CC(C)O.CC(C)O.OCCN(CCO)CCO.OCCN(CCO)CCO.[Ti+2] | 60.0 | 4.3 | 52.9 | 31.6 | 39.2 | 44.2
COc1cc(C(CC(C)=O)c2cc3c(cc2OC(C)=O)OCO3)cc(OC)c1OC (stereo not drawn) | 18.8 | -9.1 | -0.9 | 4.4 | 10.8 | 21.9
CCCCOP(=O)(N1CC1(C)C)N1CC1(C)C (stereo not drawn) | 21.7 | -2.1 | 34.1 | -14.4 | 26.1 | 31.4
S=C=Nc1ccc(I)cc1 | 14.5 | . | . | 18.9 | . | 31.9
CN(C)C(=O)c1nc(CNC(=O)CN)n(-c2ccc(Cl)cc2C(=O)c2ccccc2)n1 | 6.5 | 2.6 | 2.6 | 14.2 | -1.3 | 26.8
C/C=C/C(C)C1(CC)C(=O)NC(=S)NC1=O (stereo not drawn) | 8.8 | 10.6 | 9.0 | 9.7 | -11.3 | -13.1
CC1OC(OC2CC(O)C3(CO)C4C(O)CC5(C)C(C6=CC(=O)OC6)CCC5(O)C4CCC3(O)C2)C(O)C(O)C1O (stereo not drawn) | 1.6 | -28.4 | -30.2 | -3.1 | 1.8 | -13.7
COc1ccc(C(CC(=O)N(CCCl)CCCl)CC(=O)N(CCCl)CCCl)cc1 | 24.9 | 53.6 | 4.1 | 1.9 | 2.1 | 6.3

Laid out differently: results already given
Second line of a record – rad50 | cln2 rad14 | sgs1 mgt1 | mec2-1 | yeast bub3 | mlh1 rad18
- O=C(c1ccccc1)C1CN(C2CCCCC2)C1c1ccccc1 (stereo not drawn)
    -18.5 | 3.4 | 2.5 | 4.0 | 9.8 | -31.4
- NP(=O)(Oc1cccc2c(OP(N)(=O)N(CCCl)CCCl)cccc12)N(CCCl)CCCl (stereo not drawn)
    7.0 | -29.7 | 8.1 | -3.6 | -3.2 | 16.9
- N#CC(Nc1c(N)nc(-c2ccccc2)nc1N)c1ccc(N(CCCl)CCCl)cc1 (stereo not drawn)
    57.5 | 53.1 | 59.8 | 66.0 | 0.8 | 55.6
- C=C[CH2][Sn]([CH2]C=C)([CH2]CCC)[CH2]CCC
    99.4* | 99.2* | 99.6* | 99.5* | 99.5* | 99.4*
- CC(C)O.CC(C)O.OCCN(CCO)CCO.OCCN(CCO)CCO.[Ti+2]
    60.0 | 4.3 | 52.9 | 31.6 | 39.2 | 44.2
- COc1cc(C(CC(C)=O)c2cc3c(cc2OC(C)=O)OCO3)cc(OC)c1OC (stereo not drawn)
    18.8 | -9.1 | -0.9 | 4.4 | 10.8 | 21.9
- CCCCOP(=O)(N1CC1(C)C)N1CC1(C)C (stereo not drawn)
    21.7 | -2.1 | 34.1 | -14.4 | 26.1 | 31.4
- S=C=Nc1ccc(I)cc1
    14.5 | . | . | 18.9 | . | 31.9
- CN(C)C(=O)c1nc(CNC(=O)CN)n(-c2ccc(Cl)cc2C(=O)c2ccccc2)n1
    6.5 | 2.6 | 2.6 | 14.2 | -1.3 | 26.8

(more compounds)
SMILES | rad50 | cln2 rad14 | sgs1 mgt1 | mec2-1 | yeast bub3 | mlh1 rad18
O=C1[O][Hg][c]2cccc3cccc1c23 | 98.3* | 98.2* | 98.9* | 99.0* | 98.2* | 97.5*
O=[N+]([O-])/C=C/c1cccc(F)c1 | 99.5* | 99.3* | 99.6* | 99.7* | 99.5* | 99.4*
N.N.NC(CS)C(=O)[O-].NC(CS)C(=O)[O-].[Pt+4] (stereo not drawn) | 15.0 | -21.6 | 3.2 | -4.0 | -12.8 | 15.4
O=C(COc1ccc(Cl)c(Cl)c1)Nc1ccc[n+](Cc2ccc(S(=O)(=O)F)cc2Cl)c1 | 52.5 | 58.2 | 17.6 | 27.9 | 4.0 | 8.5
O=C1C=CC(=O)N1c1cccc2ccccc12 (tested in a mixture with another compound) | 10.3 | 15.8 | 9.1 | 2.7 | 61.0 | 12.2
CCN(CCCl)c1ccc(/C=C/C2=[N+](C)c3ccccc3C2(C)C)c(C)c1 | 62.0 | 71.5* | 96.8* | 98.2* | 99.2* | 60.8
CCOP(=O)(CC(C)C1CC=C(C)CC1)OCC (stereo not drawn) | -5.2 | -16.3 | -7.8 | -3.0 | 6.3 | 9.9
CN1CCC(O)(c2ccc(Br)cc2)C(C(=O)c2ccc(Br)cc2)C1 (stereo not drawn) | 96.1* | -2.6 | 99.0* | 12.3 | 0.3 | 34.8
ClCCN(CCCl)c1ccc(/C=N/c2nc(-c3ccccc3)cs2)cc1 | 45.6 | 47.4 | 65.4 | 27.9 | -1.8 | 60.9
Cc1cc2c(cc1O)C(C)(C)CCC2(C)C | -6.9 | 52.8 | 47.9 | 97.2* | 96.8* | 97.3*
C/C1=N\NC(=O)c2ccccc2C(=O)N/N=C(\C)c2cccc1n2.O=[N+]([O-])[O-].[Zn+2] | -8.8 | 5.8 | -10.2 | -7.3 | -38.0 | -5.0
O=C(c1ccccc1)P(C(=O)c1ccccc1)C(=O)c1ccccc1 | 10.9 | -75.7 | 8.2 | -5.7 | -0.1 | -5.1
CC1CCCC[N-]1.CC1CCCC[N-]1.N#C[S-].N#C[S-].[Cd] (stereo not drawn) | 93.2* | 58.0 | 70.7* | 66.7 | 67.7 | 73.0*
O=C(Oc1ccc(S(=O)(=O)F)cc1F)c1ccccc1Cl | 99.2* | 99.0* | 99.3* | 99.5* | 99.4* | 98.7*
O=[N+]([O-])/C=C/c1ccccc1Cl | 90.8* | 92.2* | 93.3* | 92.8* | 91.0* | 91.2*
CCOC(OC1=C(C#N)CCCC1)C(C)[Se]c1ccccc1 (stereo not drawn) | 63.0 | 41.9 | 54.2 | 25.2 | 50.4 | 34.0
O.O.[NH-]C1CCCCC1[NH-].[Pt+2] (stereo not drawn) | 19.6 | -6.0 | 6.2 | 33.6 | 3.0 | 44.2
CCCCCCCCCCCC[C@@H](O)[C@H]1CCC([C@H](O)CCCCC(=O)CCCCCCCC2=C[C@H](C)OC2=O)O1 (stereo partly drawn) | 35.0 | 11.7 | -4.3 | 4.1 | -14.3 | -27.1
CO[C@]12[C@@H](COC(=O)NCCO)C3=C(C(=O)C(C)=C(N)C3=O)N1C[C@@H]1[C@H]2N1C (stereo partly drawn) | 3.0 | 15.1 | 23.0 | 3.4 | 14.7 | 27.9
CN(C)C1(C)Cc2ccccc2C(C)(C)C1 (stereo not drawn) | -0.5 | -60.8 | 10.5 | 9.5 | 1.6 | -13.2
O=C(O)c1ccc(Cl)nc1 | 7.5 | -13.2 | -6.7 | -11.9 | 0.6 | 5.0
O=C(O)C(=O)O.[NH2-].[NH2-].[Pt+2] | 8.3 | -5.0 | 0.1 | -4.9 | 2.6 | -3.8
C=C(C)CCP(=S)(OCC)OCC | -27.9 | -22.7 | -24.2 | -18.3 | 5.5 | -3.5
CC(C)COC(=O)CCOCCN1CC1 | -20.1 | -3.1 | 0.1 | -14.2 | -9.3 | -19.8
CO[C@H]1[C@H](O)[C@H](O[C@H]2CC[C@@]3(C)[C@H](CC[C@@H]4[C@@H]3CC[C@]3(C)[C@@H](C5=CC(=O)OC5)CC[C@]43O)C2)O[C@@H](C)[C@@H]1O | 21.1 | 5.5 | 10.9 | -12.7 | 4.5 | 14.6
O=C(CCl)c1ccc(O)cc1 | 91.5* | 89.2* | 97.3* | 98.2* | 96.0* | 97.8*
CC1COC(Nc2cccc3c2CCCC3)=N1 (stereo not drawn) | -10.1 | -34.0 | -10.6 | -13.7 | -8.1 | 3.0
Cc1cccc(OCC2=NCCN2)c1C | 3.0 | -57.1 | -8.4 | -4.4 | -4.5 | -25.6
CCN(CC)CCCCc1ccc(N(CCCl)CCCl)cc1 | -6.2 | 23.4 | -0.1 | 9.3 | 7.1 | -2.5
NCCc1ccc(N)cc1 | 0.8 | -9.9 | -5.5 | -16.9 | -4.5 | -38.0
[Cl][Pt+2][Cl].[NH-]c1ccc([N+](=O)[O-])cc1[NH-] | 63.8 | 54.6 | 75.5* | 75.7* | 68.3 | 70.5*
CC1=C/C(=C2/N=C(N(C)C)SS2)C(C)=N1 | 13.2 | 15.4 | 8.8 | -0.9 | 43.9 | 16.7
Cc1c2ccccc2c(C)c2c1cc[n+]1ccccc21 | 14.1 | 0.1 | 15.2 | -1.4 | 1.1 | 1.8
O=C(O)CCCNSc1ccccc1[N+](=O)[O-] | 71.2* | 48.9 | 73.0* | 44.5 | 68.4 | 72.0*
c1cc[n+]2c(c1)-c1cccc[n+]1CC2 | 65.8 | 26.0 | 52.7 | 11.0 | 19.3 | 53.1
ClC(Br)C(Cl)Br (stereo not drawn) | 17.7 | -32.5 | 9.5 | -7.4 | 5.3 | 29.3
CNC(=O)Oc1cccn(C(=O)NC)c1=O | 6.3 | 15.9 | 5.8 | 23.0 | 15.4 | 13.2
CC(=O)OC1CCC2(C)C(=CCC3C2CCC2(C)C(OC(C)=O)/C(=C/C(=O)O)CC32)C1 (stereo not drawn) | 17.8 | 19.1 | 11.0 | 11.9 | 11.9 | 23.5
O=P(CCP(=O)(c1ccccc1)c1ccccc1)(c1ccccc1)c1ccccc1 | -17.6 | 26.2 | -0.5 | -23.1 | 3.2 | 3.8
Cn1c(O)c(N=NC(N)=S)c(=O)n(C)c1=O | 30.6 | -20.4 | 8.9 | 20.4 | -20.3 | 14.6

Assay outcomes: PubChem, NCI
